Screening data from PubChem.
D2 agonist – HTS Assay for Allosteric Agonists of the Human D2 Dopamine Receptor: Primary Screen for Agonists. HEK293 T-REx D2 cells, calcium flux agonist mode. activation, % at 2 µM. hit rate 0.53% among 340,000. AID 485358, 2010;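 active = activation over 3 SD above normal in the single-dose calcium agonist read, cut at about 30% in these data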; also: 0% is about no effect
Target sequence (P14416 whole entry, looked up): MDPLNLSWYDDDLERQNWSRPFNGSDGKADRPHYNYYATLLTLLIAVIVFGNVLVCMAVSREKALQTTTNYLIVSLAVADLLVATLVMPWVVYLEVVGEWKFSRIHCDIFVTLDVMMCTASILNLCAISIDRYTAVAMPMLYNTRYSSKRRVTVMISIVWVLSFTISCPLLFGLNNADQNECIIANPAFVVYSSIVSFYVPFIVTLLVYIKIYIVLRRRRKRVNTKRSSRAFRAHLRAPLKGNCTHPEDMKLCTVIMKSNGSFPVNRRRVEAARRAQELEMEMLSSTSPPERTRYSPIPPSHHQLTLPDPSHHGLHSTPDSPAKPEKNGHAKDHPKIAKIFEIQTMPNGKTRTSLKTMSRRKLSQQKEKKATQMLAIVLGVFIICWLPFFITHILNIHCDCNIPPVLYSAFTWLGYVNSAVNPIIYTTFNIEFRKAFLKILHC
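Agonism scored from kinetic calcium signal (1 read/sec, 180 s) following compound pin transfer, after a 10 s baseline. Cells: HEK293 Trex line expressing inducible D2 receptor coupled to calcium, dye-loaded after overnight culture at 30 C.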
D2 antag – HTS Assay for Allosteric Antagonists of the Human D2 Dopamine Receptor: Primary Screen for Antagonists. D(2) dopamine receptor (Homo sapiens), P14416. HEK293 TREx D2 cells, calcium flux, dopamine EC80. inhibition, % at 10 µM. hit rate 2% among 340,000; in the data active = inhibition above about 30%; also: 0% is about no effect
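Calcium flux kinetic readout in an inducible HEK293 TREx D2 line plated overnight at 30 C. After 180 s compound exposure, an EC80 dopamine challenge follows with another 180 s kinetic read to detect antagonism.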
Vif-APOBEC3G blk – qHTS for Inhibitors of Vif-A3G Interactions: qHTS | Potency, µM (series often up to 46.1 µM), without a hit: at the highest dose activity, negative = active, usual class: inhibitors | HeLa A3G-eYFP + Vif (tagged APOBEC3G with the HIV-1 protein that degrades it), YFP fluorescence, overnight | AID 602310, 2012 | hit rate 0.076% among 410,000;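 also: potency is read from the fitted curve at half-maximal effect; % is scaled to controls: 0 for no effect and ±100 for the full control effect; nearly all actives have a fitted effect of over 60% in size; hits raise eYFP signal because A3G escapes Vif-driven loss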
Target sequence (Q9HC16 whole entry, looked up): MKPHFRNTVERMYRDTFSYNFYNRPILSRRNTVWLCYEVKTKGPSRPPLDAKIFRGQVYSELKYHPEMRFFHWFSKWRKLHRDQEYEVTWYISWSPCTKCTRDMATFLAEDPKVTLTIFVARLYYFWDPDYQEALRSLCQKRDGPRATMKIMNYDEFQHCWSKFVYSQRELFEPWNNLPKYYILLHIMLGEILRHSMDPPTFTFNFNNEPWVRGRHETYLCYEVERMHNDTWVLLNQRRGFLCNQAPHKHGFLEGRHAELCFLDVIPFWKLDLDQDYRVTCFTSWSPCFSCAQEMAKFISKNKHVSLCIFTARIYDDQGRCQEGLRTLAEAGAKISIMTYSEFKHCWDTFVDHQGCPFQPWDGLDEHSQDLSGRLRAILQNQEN
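Read-out is eYFP fluorescence (Ex 488/Em 500-530) from Vif-expressing HeLa A3G-eYFP cells; more signal means A3G escaped Vif-mediated degradation. Cells plated overnight, compound pinned in, incubated overnight at 37 deg C.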
Vif-A3F inh – qHTS for Inhibitors of Vif-A3F Interactions: qHTS; HeLa A3F-eYFP + Vif (tagged APOBEC3F with the HIV-1 protein that degrades it), YFP fluorescence increase; Potency, µM (titrated, usually from 46.1 µM), for the others: at the highest dose activity, negative = active; hit rate 0.2% among 390,000; AID 602313, 2012; also: potency is read from the fitted curve at half-maximal effect; % of control where 0% means no effect; nearly all actives have a fitted effect of over 65% in size
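Fluorescence increase (Ex 488/Em 500-530) after overnight compound treatment at 37 deg C flags inhibition of Vif-driven A3F-eYFP loss in stable HeLa A3F-eYFP/Vif cells seeded overnight beforehand.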
Glioma ERSR ind – qHTS for Inducers of the Endoplasmic Reticulum Stress Response (ERSR) in Human Glioma: qHTS. U87-MG GRP78 promoter luciferase reporter, 16 h. Potency, µM, inactives show at the highest dose activation, usual class: activators. hit rate 0.02% among 420,000. AID 602332, 2012; also: potency is read from the fitted curve at half-maximal effect; series mostly up to about 76 µM; % of control where 0% means no effect; nearly all actives have a fitted effect of over 35% in size
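ERSR induction read as luciferase luminescence (Bright-Glo, 10 min at room temperature) in stably transfected human U87-MG glioma cells exposed to compounds for 16 h, using GRP78 as sensor.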
ERG Ets-DNA blk – qHTS for Small Molecule Inhibitors of the ERG Ets/DNA interaction | fluorescence polarization, His-ERG Ets domain / labelled DNA | hit rate 0.028% among 370,000 | Transcriptional regulator ERG (Homo sapiens), P11308 | AID 624246, 2012 | Potency, µM (doses to about 76.9 µM), inactives show top-dose FP activity, negative = inhibition, usual class: inhibitors; active = well fitted inhibition curve with a large enough effect in the polarisation, with a control signal flat; inconclusive = small, poorly fitted or top-dose-only effect, or effect the other way, or a change in a side signal; inactive = no such curve, though single readings can be large or run the other way; the % refers to the polarisation;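 also: polarization taken with two DNA probes labelled with fluorescein and Texas red; potency is read from the fitted curve at half-maximal effect; % of control where 0% means no effect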
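His-tagged ERG Ets domain (1 uM in the protein solution; 300mM KCl, 50mM Tris-HCl, 1mM EDTA, 1mM DTT, pH 7.5) received compound, then a probe mix of 5 nM fluorescein-DNA and 100nM Texas-615-DNA. Fluorescence polarization was read for both dyes.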
LDHA inh – qHTS assay for inhibitors of human lactate dehydrogenase | hit rate 0.15% among 480,000 | activity change, % (values are at about 110 or 230 µM) | L-lactate dehydrogenase A chain (Homo sapiens), P00338 | purified LDHA, NADH/diaphorase-resazurin fluorescence; active compounds read low | AID 1347041, 2019; in the data active = activity change below about -30%; inconclusive = mostly about -25% to -30%;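 also: plate controls were DMSO wells for no effect and wells without enzyme for full effect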
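Human LDH5 (2 nM) was incubated with 0.06 mM NADH and 0.2 mM pyruvate for 5 min at room temperature in Tris pH 7.4. Remaining NADH was coupled through diaphorase/resazurin, and resorufin fluorescence was read at 0 and 20 min.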
RGS4 inh – Inhibitors of Regulator of G Protein Signaling (RGS) 4: qHTS; AID 504845, 2011; hit rate 0.039% among 390,000; Potency, µM (highest dose often 114 µM), for inactives: top-dose activity change, negative = inhibition, actives largely listed as inhibitors; Transcreener GDP fluorescence polarization, RGS4-accelerated GTP hydrolysis; Regulator of G-protein signaling 4 (Homo sapiens), P49798; also: potency is read from the fitted curve at half-maximal effect; % is scaled to controls: 0 for no effect and ±100 for the full control effect; nearly all actives have a fitted effect of over 75% in size; some results filed as inactive show a strong effect at the top dose
Target sequence (P49798 whole entry, looked up): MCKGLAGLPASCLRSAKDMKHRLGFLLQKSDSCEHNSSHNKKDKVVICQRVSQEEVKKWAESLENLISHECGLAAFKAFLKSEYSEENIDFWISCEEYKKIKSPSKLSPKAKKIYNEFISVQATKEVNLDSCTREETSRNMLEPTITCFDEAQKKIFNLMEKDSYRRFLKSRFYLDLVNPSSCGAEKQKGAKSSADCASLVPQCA
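MLSMR compounds (23 nl, pin-transferred) preincubated 10 min at room temperature with a 500nM (2x) first reagent, then RGS4 at 900nM (2x) plus Transcreener GDP mix added; fluorescence polarization (620/688 nm) read before and after 90 min at 30 °C.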
ALOX12 inh – Primary qHTS assay for inhibitors of human arachidonate 12S-lipoxygenase (ALOX12): Round 2; Polyunsaturated fatty acid lipoxygenase ALOX12 (Homo sapiens), P18054; purified 12hLO, xylenol orange hydroperoxide absorbance; Potency, µM (titrated, usually from 108 µM), without a hit: at the top dose activity change, negative = inhibition, most hits filed as inhibitors; hit rate 1.1% among 580,000; AID 1671190, 2021; also: potency is read from the fitted curve at half-maximal effect; % is scaled to controls: 0 for no effect and ±100 for the full control effect
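Purified human 12hLO at 150 nM in 25 mM Hepes, 0.01% Triton X-100, pH 7.0, preincubated 15 min at room temperature with compound. Reaction started with 40 uM arachidonic acid, 30 min at room temperature. Hydroperoxide measured by Fe-xylenol orange, 573/405 nm absorbance ratio.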
Starred values were filed as active, the others as inactive; ? = inconclusive; · = no result given; & = joins results of further samples; [ ] = another dose, or the depositor's remark. Unless noted, calls follow the shape of the dose curve; as a rule, active = well fitted curve in the direction sought with a large enough effect; inconclusive = small, poorly fitted or top-dose-only effect, or another doubt; inactive = no such curve, though single readings can be large; an effect the other way counts as inactive or inconclusive.

mol	D2 antag	Glioma ERSR ind	LDHA inh	ERG Ets-DNA blk	Vif-A3F inh	Vif-APOBEC3G blk	ALOX12 inh	RGS4 inh	D2 agonist
O=C(OCc1nnc(-c2ccc([N+](=O)[O-])cc2)o1)C1CCN(C(=O)c2ccc(Cl)cc2)CC1	-3	-3%	-7	15%	2%	1%	13%	21%	0.1
CC[C@@H](C)[C@@H](CO)NC(=O)[C@H]1O[C@@H](n2cnc3c(N)ncnc32)[C@H](O)[C@@H]1O	·	-5%	-8	·	·	-2%	-17%	·	·
CCC(=O)N1c2ccc(S(=O)(=O)CCC(=O)NCc3ccc4c(c3)OCO4)cc2CC1C (configuration not stated)	-10	-2%	-1	-1%	-3%	-1%	0%	?	0.6
CN(Cc1cc(=O)n2ccsc2n1)Cc1nc2ccccc2c(=O)[nH]1	12	-3%	4	-6%	8%	-1%	37%	0%	1.5
Nc1nc(SCC(=O)N2N=C3/C(=C\c4ccco4)CCCC3C2c2ccco2)n[nH]1 (configuration not stated)	·	9%	-5	2%	-7%	0%	-11%	-34%	·
Cc1ccc(COc2ccc(C)nc2[N+](=O)[O-])cc1	-2	-4%	-4	8%	5%	1%	499%[activator]	-4%	-0.4
CCCCNCCOCCOc1ccc(C)cc1[N+](=O)[O-]	-1	-6%	-17	-2%	-5%	2%	-20%	44%	-1.4
Cc1[nH][nH]c(=O)c1C(c1c(C)[nH][nH]c1=O)c1cn(Cc2ccccc2Cl)c2ccccc12	10	-4%	28	4%	-8%	11µM*	?	?	1.3
CCOC(=O)c1cnc(/N=C/N(C)C)s1	-5	-6%	-8	-4%	2%	0%	5%	1%	0.7
Cc1cc(Br)ccc1NC(=O)CCS(=O)(=O)c1cccc2nonc12	1	-4%&-3%	0&-8	1%&-3%	-8%&-8%	0%&2%	-7%&-28%	-1%&11%	-2.9&-1.6
O=C(c1ccco1)N1CCN(Cc2nc(Cc3ccccc3)no2)CC1	9	-3%	0	?	?	0%	7%	-7%	-3.6
N/C(=N\OC(=O)CCCC(=O)O)c1ncc(C(F)(F)F)cc1Cl	7	-5%	-5	-18%	-5%	1%	-17%	6%	-3.1
COc1ccc(NC(=O)c2cc(C)on2)cc1OC	-7	-1%	-1	8%	-3%	1%	8%	-11%	0.0
COc1cc(/C=N/NC(=O)Cn2nnc3ccccc32)ccc1O	-9	1%	-1	0%	1%	-4%	2%	-4%	0.7
COc1cc(C(=O)NCC2(c3ccccc3)CCCC2)cc(OC)c1OC	5	-3%	-1	2%	1%	8%	-11%	9%	0.3
COc1ccc(Br)cc1CN(C)CC(=O)Nc1ccccc1Cl	-5	-5%	-1	10%	8%	2%	-8%	3%	-1.0
CNC(=S)N1CCN(c2cccc(OC)c2)CC1	21	-3%	0	-6%	0%	0%	0%	-16%	0.9
CCc1ccccc1NC(=O)c1nnn(Cc2ccc(Cl)cc2)c1N	·	-3%	-1	17%	-3%	-2%	-8%	-9%	6.4
CC1=C(C(=O)NCc2ccccc2)C(c2cccs2)n2ncnc2N1 (configuration not stated)	-2	2%	-2	7%	-28%	-1%	6%	-1%	0.2
Cc1c(NC(=S)N/N=C/c2ccc(N(C)C)cc2)c(=O)n(-c2ccccc2)n1C	-3	-4%	-4	-4%	-5%	-9%	-15%	-26%	1.5
COCCNC(=S)Nc1ccc2nc(N3CCN(C)CC3)cc(C)c2c1	0	-9%	-3	3%	14%	-3%	0%	19%	0.6
CCCCNC(=O)N(O)C1N(/N=C/c2cccs2)C(=S)SC1(C)C (configuration not stated)	4	-3%	2	-9%	12%	-1%	0%	-21%	-0.8
O=C(Cn1nnc(-c2ccncc2)n1)NCCc1ccccc1	-3	-6%	-10	·	2%	-5%	3%	-14%	0.7
CCOC(=O)Cc1c(C)nc2c(-c3cccc(Br)c3)c[nH]n2c1=O	-10	?	-7	-4%	10%	-3%	98%[activator]	22%	-0.2
CCN(CC)C(=O)c1cccc(-c2csc(C(C)(O)c3cccc(OC)c3)n2)c1 (configuration not stated)	·	-4%	-3	·	·	-5%	4%	·	·
COc1ccc(-c2nnc(N)s2)cc1OC	·	4%	-4	3%	-9%	4%	2%	-3%	·
O=C(Nc1ccccc1)c1sccc1Oc1ccc([N+](=O)[O-])cc1F	21	-2%	1	?	7%	1%	?	-17%	0.8
CN(C)c1ccc(-c2ccnc3c2CC(C)(C(=O)NCc2ccc(F)c(F)c2)O3)cc1 (configuration not stated)	·	-1%	-1	·	·	-13%	-21%	·	·
Cc1cccc(NC(=O)CSc2nc(-c3ccccc3)cn2-c2ccccc2)c1C	·	2%	-4	0%	0%	1%	?	-4%	0.2
CCCn1c(N)c(Sc2ccccc2[N+](=O)[O-])c(=O)n(CCC)c1=O	2	-2%	-3	-7%	13%	-4%	-8%	-29%	-3.8
CC(C)=CCN1CCN(Cc2cccn2-c2ccccn2)CC1CCO (configuration not stated)	99*	-2%	-10	-12%	10%	0%	-4%	19%	-1.9
Cc1ccc(C(=O)NNC(=O)c2cccc(C)c2)cc1	-4	2%	-6	13%	6%	13%	-3%	-9%	1.1
Nc1ncnc2c1ncn2CCNCCc1ccccc1	20	-3%	-3	0%	-7%	1%	0%	8%	0.4
Cn1cccc1-c1cc2n(n1)CCC(=O)N2CCCC(=O)NCc1cccc(Cl)c1	·	-3%	-2	-4%	1%	-3%	?	-33%	-0.8
CCOc1ccc(-c2ccc(NS(=O)(=O)c3cc(C)ccc3OC)cc2)nn1	·	0%	3	8%	-6%	-2%	?	-8%	0.2
Cc1ccc(NC(=O)c2cccc(OCc3c(C)noc3C)c2)cc1S(=O)(=O)Nc1ccccc1Cl	7	-2%	-20	·	10%	-9%	-28%	-2%	0.0
O=C(COc1ccc(Br)cc1)N1CCN(S(=O)(=O)/C=C/c2ccccc2)CC1	-1	-4%	-2	-3%	-4%	1%	-20%	3%	0.1
CC(=O)Nc1ccc(/C=N/NC(=O)c2cccc(S(=O)(=O)N3CCOCC3)c2)cc1	8	-4%	-4	2%	-2%	-9%	-13%	1%	0.6
CCOC(=O)C1CCN(c2c(NCCCN(CC)c3ccccc3)c(=O)c2=O)CC1	10	-2%	-2	-6%	-8%	3%	21%	24%	-0.5
Cc1cccc(CNC(=O)c2ccc3nc(-c4ccccc4)c(-c4ccccc4)nc3c2)c1	·	0%	-7	1%	3%	3%	2%	-1%	·
O=C(COc1ccc(-c2nnco2)cc1)NC1CCCc2ccccc21 (configuration not stated)	1	-2%	-11	2%	·	-1%	-16%	-2%	0.3
COCCNC(=O)Cn1cc2c(n1)CCCCC2	9	0%	-10	-5%	-1%	0%	367%[activator]	-16%	0.1
COc1ccc(NC(=O)CC(C)C)c(OC)c1	-8	0%	-4	-12%	4%	-2%	0%	?	1.0
CC(C)Cn1nc(C(=O)Nc2cccc(S(=O)(=O)N3CCCC3)c2)c2ccccc2c1=O	-15	-2%	-4	14%	-8%	2%	-6%	-37%	0.1
COc1ccc(NC(=O)C2CC(c3c(F)cccc3Cl)=NO2)cc1OC (configuration not stated)	15	3%	-2	-7%	7%	5%	51%[activator]	6%	0.2
Cc1c(C(=O)N(C)C2CCCCC2)sc2ncnc(N3CCN(c4ccccc4F)CC3)c12	14	-3%	-2	-4%	2%	3%	·	18%[11.4 µM]	-0.2
CCC(C)C(=O)Nc1nnc(SCC(=O)NC2CCCCC2)s1 (configuration not stated)	-19	-4%	-4	-13%	12%	2%	-22%	-6%	0.1
Cc1[nH]n(-c2c(Cl)cc(Cl)cc2Cl)c(=O)c1C=Nc1ccc(S(=O)(=O)N2CCOCC2)cc1	6	-1%	-7	-3%	-12%	1%	-13%	1%	1.3
CCc1cccc2c(SCC(=O)NCC3CCCO3)nc(-c3ccc(F)cc3)nc12 (configuration not stated)	9	-3%	-14	·	0%	-1%	-9%	19%	-1.0
CNC(=O)NNC(=O)c1csc(-c2ccc(C(F)(F)F)cc2Cl)n1	-8	-1%	-9	9%	8%	-4%	8%	17%	0.0
CS(=O)(=O)N(Cc1ccco1)CC(O)Cn1c2ccccc2c2ccccc21 (configuration not stated)	4	-6%	-5	-6%	4%	0%	?	-22%	0.9

This is a subset, so the mix of outcomes need not match the whole.
